TIM10 inh = inhibits growth of TIM10 yeast strain; S. cerevisiae TIM10 strain growth, BacTiter-Glo luminescence, 24 h; inhibition, % at 10 µM; 330,000 tested, 1.4% active;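 active = inhibition of 40% or more at the single tested concentration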;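 also: wild-type TIM10 isogenic control strain grown at permissive 25 °C; 0% = DMSO yeast wells and 100% = minimal medium wells without yeast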
XBP1 UPR activ = activators of adaptive arm of unfolded protein response (XBP1); CHO-XBP1 luciferase reporter, IRE1-XBP1 UPR activation, luminescence; percent of tunicamycin response, DMSO as zero; activation, % at 20 µM; 330,000 tested, 0.33% active;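 active = versus positive control, 20 µM dose yields 30% or more activation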;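 also: 100% = tunicamycin at 10 µg/mL and 0% = DMSO only wells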
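incubation = overnight seeding at 37 °C, 6 h compound treatment at 37 °C | assay system = CHO-XBP1 cells stably carrying IRE1-XBP1-driven luciferase reporter | input = 1000 cells per well | detection = luciferase luminescence | dosing = single point, 20 µM final compound, 1% DMSO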
GRIN3A LBD mod = NR3A (human) ligand-binding domain modulation | NR3A LBD differential scanning fluorimetry, Tm shift; 0% = protein alone, 100% = glycine-bound protein | Tm shift relative to glycine control, % at 25 µM | 340,000 tested, 2.5% active | AID 1259313;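 active = melting temperature shift of at least 10% of the positive control shift, at one fixed dose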
APJ ag = APJ receptor agonism | P35414 | CHO-K1 APJ PathHunter beta-arrestin, luminescence; 0% DMSO wells, 100% apelin | activation, % at 20 µM | 330,000 tested, 0.11% active | AID 2520;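 active = activation more than six SD over the plate average, tested at 20 µM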;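 also: 0% = DMSO alone and 100% = apelin-13 at 10 nM; some results filed as inactive read as strong as hits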
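Assay system: CHO-K1 APJ beta-arrestin complementation cell line / Compound: single test compound dose, 20 µM final, 1% DMSO / Times: overnight seeding, 90 min compound at 25 °C, 1 h detection / Technique: beta-gal luminescence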
tim23-1 inh = tim23-1 yeast growth inhibition. inhibition, % at 20 µM. 330,000 tested, 1.3% active. AID 463212. S. cerevisiae tim23-1 growth, BacTiter-Glo luminescence, 24 h;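 active = growth inhibition of the mutant yeast at or above 50%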;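 also: temperature-sensitive mutant grown at 25 °C; plate controls were DMSO-treated mutant yeast for no effect and medium wells lacking yeast for full effect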
UPR CHOP act = apoptotic UPR (CHOP) activation; CHO-CHOP luciferase reporter, luminescence; percent of tunicamycin response over DMSO baseline; activation, % at 10 µM; 330,000 tested, 0.34% active; AID 449763;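 active = at 10 µM dose, activation of 40% or more, normalized to positive control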;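 also: 100% = tunicamycin at 10 µg/mL and 0% = DMSO alone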
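Assay system: CHO-CHOP cells, stable luciferase reporter of PERK-eIF2a-CHOP signalling / Buffer or medium: F12 plus 10% serum / Compound dosing: one dose, 10 µM in 0.5% DMSO / Times: 6 h compound treatment, 37 °C / Technique: luciferase luminescence / Read-out: % reporter activation, DMSO baseline versus tunicamycin full activation / Benchmarks: tunicamycin and DMSO controls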
Mdm2 MdmX PPI = disrupts the human Mdm2-MdmX interaction. inhibition, % at 8 µM. 330,000 tested, 3% active. AID 485346. SaOS-2 split-luciferase Mdm2/MdmX complementation, luminescence;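 active = inhibition of at least 50% at 8 µM in the primary screen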
Target sequence (O15151 whole entry, looked up): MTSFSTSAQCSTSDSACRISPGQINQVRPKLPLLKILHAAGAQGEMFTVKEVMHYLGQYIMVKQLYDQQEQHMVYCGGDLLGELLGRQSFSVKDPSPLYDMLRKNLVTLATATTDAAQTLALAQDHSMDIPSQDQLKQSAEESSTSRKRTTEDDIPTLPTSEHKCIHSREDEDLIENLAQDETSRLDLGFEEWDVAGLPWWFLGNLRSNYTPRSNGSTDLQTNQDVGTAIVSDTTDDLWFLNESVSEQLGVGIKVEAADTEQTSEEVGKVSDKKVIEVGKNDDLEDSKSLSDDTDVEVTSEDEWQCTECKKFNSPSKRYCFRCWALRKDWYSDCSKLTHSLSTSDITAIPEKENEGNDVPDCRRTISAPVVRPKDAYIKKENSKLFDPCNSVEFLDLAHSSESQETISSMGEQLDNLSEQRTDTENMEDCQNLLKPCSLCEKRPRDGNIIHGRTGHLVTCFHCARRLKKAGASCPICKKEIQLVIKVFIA
Target sequence (Q00987 whole entry, looked up): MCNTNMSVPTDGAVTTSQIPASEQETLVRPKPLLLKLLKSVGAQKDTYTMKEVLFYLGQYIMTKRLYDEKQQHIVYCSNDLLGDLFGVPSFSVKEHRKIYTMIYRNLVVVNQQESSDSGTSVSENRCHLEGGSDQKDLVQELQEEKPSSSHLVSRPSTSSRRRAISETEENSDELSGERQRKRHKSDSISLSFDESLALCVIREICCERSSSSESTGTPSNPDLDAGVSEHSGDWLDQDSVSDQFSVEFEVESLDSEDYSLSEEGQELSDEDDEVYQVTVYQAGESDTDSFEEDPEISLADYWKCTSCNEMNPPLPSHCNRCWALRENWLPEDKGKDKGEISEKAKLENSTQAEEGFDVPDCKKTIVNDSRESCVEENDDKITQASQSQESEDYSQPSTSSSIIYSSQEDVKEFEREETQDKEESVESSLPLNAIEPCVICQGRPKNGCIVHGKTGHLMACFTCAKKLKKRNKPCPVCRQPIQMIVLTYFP
tim10-1 inh = growth inhibitors of tim10-1 mutant yeast; 330,000 tested, 2.2% active; AID 463190; inhibition, % at 20 µM; S. cerevisiae tim10-1 ts strain growth, BacTiter-Glo, 24 h;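 active = inhibition of at least 40%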;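 also: mutant grown at 25 °C; 0% = DMSO wells with yeast and 100% = wells holding no yeast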
NLRP3 yeast inh = blocks the NALP3 inflammasome reconstituted in yeast; inhibition, % at 10 µM; 330,000 tested, 0.39% active; Yeast reconstituted NLRP3/ASC/caspase-1, beta-gal luminescence, 24 h;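 active = inhibition of 50% or more; inactive = inhibition below 50%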;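 also: plate controls were induced DMSO wells for no effect and uninduced yeast grown without galactose for full effect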
The depositor's hits bear a star; . = no result given.

SMILES	TIM10 inh	XBP1 UPR activ	GRIN3A LBD mod	APJ ag	tim23-1 inh	UPR CHOP act	Mdm2 MdmX PPI	tim10-1 inh	NLRP3 yeast inh
COc1ccc(C(=O)Oc2ccc(-c3nnco3)cc2)cc1S(=O)(=O)N1CCOCC1	-8	-6	0	0	8	-1.6	7	0	-3
COc1ccc(NC(=O)N/C=C/c2ccc(Cl)cc2)cc1	0	-1	-2	-3	7	0.0	14	6	16
CNC(=O)NC(=O)CSc1ccc(S(=O)(=O)N(C)C2CCCCC2)cn1	12	-4	1	8	31	-0.1	-21	21	15
CC(/C=N/N1CCN(c2ccccc2)CC1)=C\c1ccccc1	-15	0	1	-4	-2	4.5	-35	3	-3
O=C(N/C(=C\c1cn(-c2ccccc2)nc1-c1ccc(Cl)cc1)C(=O)N1CCOCC1)c1ccccc1	-2	14	.	-1	15	9.0	8	2	21
Cc1cc2n(n1)C(c1ccc(O)cc1)Nc1ccccc1-2 (stereo unspecified)	55*	-1	5	-4	50*	-0.8	8	54*	9
N#Cc1cc2c(nc1SCC(O)CS(=O)(=O)Cc1ccc(Cl)cc1)CCCC2 (stereo unspecified)	-2	-4	-6	1	14	2.1	11	26	1
CC(C)Cn1c(SCC(=O)N(C)c2c(N)n(Cc3ccccc3)c(=O)[nH]c2=O)nc2ccccc21	-3	-2	0	-5	-8	2.1	15	-12	7
CCOC(=O)Cc1csc(NC(=O)C(NC(=O)C2CCCCC2)C(C)C)n1 (stereo unspecified)	-4	-1	-1	-3	4	-0.6	4	16	1
O=C(CCC(=O)N1CCSc2ccccc21)NCc1ccccc1	1	0	-2	-3	9	-0.8	-34	14	14
O=C(NCc1cccnc1)Nc1ccc(Cl)cc1	-3	-1	1	-2	-4	4.8	-8	35	15
COc1ccc(N2C(=O)CC(N(Cc3ccco3)C(=O)CCC(=O)O)C2=O)cc1 (stereo unspecified)	0	9	2	-2	5	1.1	15	0	10

Entries shown so far containing two or more sulfur atoms, in the order listed:
SMILES	TIM10 inh	XBP1 UPR activ	GRIN3A LBD mod	APJ ag	tim23-1 inh	UPR CHOP act	Mdm2 MdmX PPI	tim10-1 inh	NLRP3 yeast inh
CNC(=O)NC(=O)CSc1ccc(S(=O)(=O)N(C)C2CCCCC2)cn1	12	-4	1	8	31	-0.1	-21	21	15
N#Cc1cc2c(nc1SCC(O)CS(=O)(=O)Cc1ccc(Cl)cc1)CCCC2 (stereo unspecified)	-2	-4	-6	1	14	2.1	11	26	1

(next part)
SMILES	TIM10 inh	XBP1 UPR activ	GRIN3A LBD mod	APJ ag	tim23-1 inh	UPR CHOP act	Mdm2 MdmX PPI	tim10-1 inh	NLRP3 yeast inh
N#Cc1c(N)nc2c(c1-c1cccc(O)c1)CCCCCC2	27	3	3	7	17	0.7	35	24	14
CCOc1nc(NCc2ccco2)nc(Nc2ccccc2F)n1	18	4	3	-4	17	5.1	13	12	44
CC(=O)Nc1cccc(NC(=O)CSc2nnc(NC(=O)c3ccco3)s2)c1	9	-3	11*	-12	13	-1.9	23	8	9
CNS(=O)(=O)c1cc(NC(=O)c2cccc3cccnc23)ccc1C	14	8	-1	0	18	2.6	18	-13	22
O=C(NNC(=O)c1cc2ccccc2cc1O)NC1CCCCC1	4	-8	0	-2	-6	2.7	17	-10	0
COc1ccc(C(CNC(=O)c2cc3c(s2)CCC(C)C3)N2CCCC2)cc1 (stereo unspecified)	18	2	-1	-2	-2	3.1	41	19	18
CC(CNCC1CCCO1)COc1cccc2ccccc12 (stereo unspecified)	11	-4	-6	-5	11	-1.6	20	5	15
O=C(NCc1ccc2c(c1)OCO2)c1nc(Cn2cc(Br)cn2)no1	-12	1	-4	-2	12	0.4	4	20	12
CCOC(=O)CCC(=O)Nc1ccc([N+](=O)[O-])cc1C	1	-1	0	-3	15	6.5	10	9	8
O=C(COc1ccc(Br)cc1)NNC(=O)c1ccc(-n2cncn2)c([N+](=O)[O-])c1	6	0	1	-4	4	0.3	-2	-6	9
Cc1ccc(C(C#N)c2ccc3c(C(F)(F)F)cc(C(F)(F)F)nc3n2)cc1 (stereo unspecified)	17	5	-1	-6	25	12	58*	30	37
c1ccc2[nH]c(CSc3nc4ccccc4o3)nc2c1	13	0	-2	-2	54*	0.6	-8	-40	32
CCN1c2ccccc2-c2nc3ccccc3n2C1c1ccco1 (stereo unspecified)	40*	0	-3	5	35	0.0	8	30	2
O=C(CCn1c(=O)oc2cc(Cl)ccc21)Nc1ccc(O)cc1	4	-3	-2	3	9	0.8	1	-13	12
O=C(/C(=C/O)N=Nc1ccccc1)c1ccco1	34	-2	-2	-2	55*	0.3	20	27	11
Cc1cc(NC(=O)COc2nnc(-c3ccccc3)c3ccccc23)no1	-18	0	0	0	-4	-1.6	-12	-14	11
O=C(NCc1ccccc1)c1ccc(CS(=O)(=O)c2ccc(Br)cc2)o1	2	-2	-2	-5	14	1.3	-6	32	22
O=C(c1ccc(Cl)c(S(=O)(=O)N2CCCCCC2)c1)N1CCN(c2ccccc2O)CC1	15	-3	-3	0	5	1.4	24	19	-3
COc1ccc(-c2cc(=O)oc3cc4occ(C)c4cc23)cc1	20	0	0	-2	19	-1.3	20	18	16
CCN=C(NCC)SC1CC(=O)N(c2ccc(F)cc2)C1=O (stereo unspecified)	-4	-3	5	-1	4	0.8	22	3	15
Nc1ccc(Br)cc1C(NCC(=O)O)c1ccccc1 (stereo unspecified)	-7	0	1	0	16	-1.5	1	18	17
CC(NS(=O)(=O)c1ccc2[nH]c(=O)c(=O)[nH]c2c1)C(=O)O (stereo unspecified)	-24	0	1	-6	1	1.1	1	6	-17
CCOP(=O)(OCC)/C(C#N)=C/c1ccc([N+](=O)[O-])cc1	20	-2	1	4	39	-0.7	-31	29	-14
COc1ccc(C)cc1S(=O)(=O)N1CCCC(C(=O)N2CCN(c3ccccc3)CC2)C1 (stereo unspecified)	3	-7	0	7	23	1.3	13	22	24
CCC(C(=O)NCc1cccs1)n1nc(C)n2c(cc3occc32)c1=O (stereo unspecified)	-2	-3	2	-4	6	-0.1	-8	1	6
Brc1ccc2c(c1)C(c1cccs1)=NNC(c1cccnc1)=N2	7	0	-13	-2	4	-2.6	-11	1	12
COC(=O)c1c(NC(=O)CSc2nnc(-c3cccnc3)n2Cc2ccco2)sc(C)c1C	14	-3	-3	2	27	-1.0	33	38	4
Cc1c(C(=O)N(C)CCn2ccnc2C)oc2c(F)cccc12	-7	-4	-2	0	3	-2.0	2	8	3
FC(F)(F)c1ccccc1NC(=S)N1CCN(c2ncccn2)CC1	-9	-4	-2	-2	13	-2.1	28	22	22
O=C1c2ccccc2NC(c2ccc(F)cc2)N1Cc1ccco1 (stereo unspecified)	-5	-1	4	-4	-7	-0.5	16	9	3
CCS(=O)(=O)c1ccc2oc(SCC(=O)NC(C)C3CC4CCC3C4)nc2c1 (stereo unspecified)	20	0	-4	-3	20	2.1	18	17	-5
O=C1CC(c2ccccc2)CN1C(=O)c1cccnc1 (stereo unspecified)	-7	0	0	-4	-5	0.3	33	8	7
COC(CNC(=O)c1ccc2c(c1)nc(C)n2-c1ccc(F)c(F)c1)OC	8	-1	0	-2	14	1.3	7	-6	11
CC(C)OCCCNC(=O)C1CCN(S(=O)(=O)N2CCCC2)CC1	4	2	-4	-2	4	2.0	2	12	6
CCCCNCCOCCOc1ccccc1-c1ccccc1	13	1	2	-2	5	0.8	10	-8	26
O=C(Nc1ccc2c(c1)OCO2)c1ccc(COc2ccc3c(c2)CCC3)o1	20	1	-3	-1	20	1.4	-33	19	26

Another view of part of the listing above.
Screens in order – TIM10 inh, XBP1 UPR activ, GRIN3A LBD mod, APJ ag, tim23-1 inh, UPR CHOP act, Mdm2 MdmX PPI, tim10-1 inh, NLRP3 yeast inh
CC(C)OCCCNC(=O)C1CCN(S(=O)(=O)N2CCCC2)CC1
 : 4, 2, -4, -2, 4, 2.0, 2, 12, 6
CCCCNCCOCCOc1ccccc1-c1ccccc1
 : 13, 1, 2, -2, 5, 0.8, 10, -8, 26
O=C(Nc1ccc2c(c1)OCO2)c1ccc(COc2ccc3c(c2)CCC3)o1
 : 20, 1, -3, -1, 20, 1.4, -33, 19, 26

Other compounds:
SMILES	TIM10 inh	XBP1 UPR activ	GRIN3A LBD mod	APJ ag	tim23-1 inh	UPR CHOP act	Mdm2 MdmX PPI	tim10-1 inh	NLRP3 yeast inh
O=C(c1ccco1)N1CCN(c2ccccc2F)CC1	-12	-1	0	0	12	0.2	-1	7	9
CCOC(=O)c1ccc(NC(=O)c2c(N)n(C)c(=O)[nH]c2=O)cc1	10	7	1	3	8	4.4	5	2	-3
NC(=O)c1sc2nccc(Nc3ccccc3)c2c1N	9	4	2	-2	5	-0.5	40	18	21
COc1ccc(CC(=O)Nc2cc(S(=O)(=O)Nc3ccc(OC)cc3)ccc2OC)cc1	0	-5	-6	1	6	-0.8	-6	16	12
CCC1(c2ccc(Cl)cc2)NC(=S)N(c2ccc(C)cc2)N1 (stereo unspecified)	13	0	-9	-1	19	3.9	-35	-30	30
CCCSc1ncc(Cl)c(C(=O)Nc2ccc(S(=O)(=O)Nc3ncccn3)cc2)n1	8	-2	9	-6	0	-1.0	11	24	6
C/C(=N\NC(=O)C1CC1)c1cccs1	13	1	0	-5	13	1.1	21	19	10
COc1ccc(CCNC(=O)C2(C)CCC(=O)N2Cc2ccc3c(c2)OCO3)cc1OC (stereo unspecified)	8	1	-1	-3	-4	-1.7	18	-13	5
O=C(O)CCCn1cc(NC(=O)COc2cc(F)ccc2[N+](=O)[O-])cn1	-10	-1	-2	-1	4	-2.6	-2	1	-7
O=S(=O)(c1ccccc1)N1CCC(O)(CSc2ccc(F)cc2)CC1	11	-3	0	-1	28	-1.4	19	36	12
Cc1ccc(N2CCN(/N=C/C=C/c3ccccc3)CC2)cc1	3	0	1	2	13	6.0	-14	8	12
c1ccc2nc3[nH]cnc3nc2c1	-1	0	-1	-2	-18	-0.1	21	-11	1
CCN(CC)S(=O)(=O)c1cccc(C(=O)Nc2cc3oc4ccccc4c3cc2OC)c1	30	-1	22*	0	-8	-0.7	13	19	4
O=C(Cc1ccccc1)NNC(=O)c1cccs1	6	0	3	5	16	1.5	-9	-4	0
CC1CN(C(=O)c2ccccc2)OC(c2ccc3c(c2)OCO3)O1 (stereo unspecified)	6	-3	-1	2	4	-0.8	3	5	14
O=C(NCCN1C(=O)S/C(=C/c2ccccc2)C1=O)C1CC(=O)N(Cc2ccccc2)C1 (stereo unspecified)	7	0	-1	-4	19	-0.3	2	25	9
COc1cc(OC)cc(C(=O)NN(CCC#N)C2=NS(=O)(=O)c3ccccc32)c1	-4	-3	-1	-1	4	-1.6	16	10	1
Cc1cc(SCNC(=O)c2ccccc2)ncn1	9	-3	0	-2	12	-0.2	29	10	13
Cc1nc2scc(-c3cccs3)c2c(=O)o1	-7	4	2	0	5	-3.2	10	6	18
O=C(c1ccc(Cl)cc1)N(Cc1ccccc1F)N1C(=O)CCCC1=O	12	0	0	-7	10	1.1	-2	20	7
Cc1nn(C)c(C(=O)N/N=C/c2cc3c(cc2Br)OCO3)c1Br	-6	-1	2	2	-1	1.9	13	11	18
Cc1ccc(CCc2nnc(SCC(=O)Nc3cccc(Cl)c3)n2-c2ccccc2)o1	23	-1	0	0	19	-1.0	12	21	20
